Source: PubChem (National Center for Advancing Translational Sciences (NCATS))
Eya2 phos inh – Eya2 (human) phosphatase inhibition | O00167 | recombinant Eya2, OMFP fluorescence dephosphorylation (OMFP is methylfluorescein phosphate) | Potency, µM (titrated, usually from 76.9 µM), without a hit: top-dose activity, negative = inhibition, most hits filed as inhibitors | 0.006% of 330,000 active | AID 488837; note: potency is the fitted concentration of half-maximal effect; % is set by controls: 0 for no effect and ±100 for the full control effect
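Eya2 (0.2 uM) preincubated 10 min at ambient with compound, then OMFP substrate added at 50 uM; 10 min reaction in 50 mM HEPES pH 7.5, 50 mM NaCl, 5 uM MgCl2, 0.05% BSA, 1 mM DTT. Fluorescence read at Ex 485/Em 525 nm.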
TSG101-PTAP inh – blocks PTAP/TSG101 interaction to inhibit HIV-1 budding; Potency, µM (highest dose often 115 µM), inactives show at the top dose activity change, negative = inhibition, usual class: inhibitors; Fluorescence polarization, FITC-PTAP peptide / Tsg101 binding; AID 493005; 340,000 tested, under 10 active; active = well fitted inhibition curve with a large enough effect in the main read-out, with a control signal flat, not every such curve was filed as active; inconclusive = small, poorly fitted or top-dose-only effect, or effect the other way, or a change in a side signal; inactive = no such curve, though single readings can be large or run the other way; note: potency is the fitted concentration of half-maximal effect; % of control where 0% means no effect
Target sequence (Q99816 whole entry, looked up): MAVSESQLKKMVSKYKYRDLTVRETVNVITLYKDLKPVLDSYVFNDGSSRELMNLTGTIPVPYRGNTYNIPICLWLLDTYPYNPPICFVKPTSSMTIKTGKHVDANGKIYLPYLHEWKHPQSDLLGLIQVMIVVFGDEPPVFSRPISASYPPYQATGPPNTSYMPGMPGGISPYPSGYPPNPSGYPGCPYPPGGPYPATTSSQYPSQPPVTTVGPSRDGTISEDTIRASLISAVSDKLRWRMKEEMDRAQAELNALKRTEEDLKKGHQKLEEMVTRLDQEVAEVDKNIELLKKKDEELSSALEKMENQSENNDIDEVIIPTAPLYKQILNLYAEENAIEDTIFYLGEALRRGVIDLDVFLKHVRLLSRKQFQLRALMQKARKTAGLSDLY
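Compounds were pin-transferred onto Tsg101 binding domain (10 uM final) in HEPES pH 7.5 buffer, then FITC-PTAP peptide was added at 50 nM final. After 20 min at RT, polarization reported peptide displacement across a qHTS concentration series.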
S-ASM inh – human S-ASM enzyme inhibition | P17405 | placental ASM, HMU-PC fluorogenic substrate, 60 min | Potency, µM (doses to about 57.5 µM), for inactives: top-dose activity change, negative = inhibition, usual class: inhibitors | 0.006% of 340,000 active | AID 504937; note: potency is the fitted concentration of half-maximal effect
Target sequence (P17405 47-631 limits assumed): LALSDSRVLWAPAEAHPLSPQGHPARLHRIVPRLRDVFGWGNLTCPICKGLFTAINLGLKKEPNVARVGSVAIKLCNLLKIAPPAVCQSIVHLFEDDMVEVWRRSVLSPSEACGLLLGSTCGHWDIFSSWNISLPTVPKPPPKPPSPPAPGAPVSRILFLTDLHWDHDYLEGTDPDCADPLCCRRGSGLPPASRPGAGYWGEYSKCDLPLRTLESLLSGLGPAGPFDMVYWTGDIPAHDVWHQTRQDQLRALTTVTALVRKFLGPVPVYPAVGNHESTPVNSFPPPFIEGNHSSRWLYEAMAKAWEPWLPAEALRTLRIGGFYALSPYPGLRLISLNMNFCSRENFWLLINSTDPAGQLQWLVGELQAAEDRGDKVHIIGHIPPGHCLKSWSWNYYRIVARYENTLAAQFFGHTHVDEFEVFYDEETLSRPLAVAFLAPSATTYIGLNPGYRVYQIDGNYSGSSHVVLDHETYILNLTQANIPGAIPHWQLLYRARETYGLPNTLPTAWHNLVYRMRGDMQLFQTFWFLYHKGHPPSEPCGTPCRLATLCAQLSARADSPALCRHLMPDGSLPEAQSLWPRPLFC
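Steps: dispense placental human ASM, pin compound, wait 10 min at room temperature, add HMU-PC0 substrate at 9 uM final, incubate 60 min at 37 °C, add stop solution raising pH to 10, read fluorescence.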
a7 integrin act – activators of alpha7 integrin expression for muscular dystrophy. alpha7betagal myoblasts, beta-gal FDG fluorescence, 48 h. Potency, µM (titrated, usually from 38.3 µM), for the others: at the top dose activation, most hits filed as activators. 0.064% of 350,000 active. AID 624291;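 note: potency is the fitted concentration of half-maximal effect; 100% = response of the positive control SU9516; nearly all actives have a fitted effect of over 60% in size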
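alpha7betagal+/- myoblasts (passage 13, 250/well) treated 48 h at 37C with compounds at 1:260 dilution of DMSO stock. Lysed, then beta-galactosidase activity read as FDG fluorescence (ex 480/em 540) after 30 min, with pre-read for autofluorescence.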
AT treatment – potential ataxia-telangiectasia treatment. AID 485349. Potency, µM (titrated, usually from 57.5 µM), for the others: at the top dose activation, most hits filed as activators. 0.19% of 320,000 active. […] A-T fibroblasts, KAP-1 phosphorylation AlphaLISA; neocarzinostatin DNA damage 30 min before lysis; note: potency is the fitted concentration of half-maximal effect; % of control where 0% means no effect; nearly all actives have a fitted effect of over 45% in size
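hTERT-immortalized A-T patient fibroblasts ([…]), 500 cells/well in OPTI-MEM, 1% FBS, got compounds for 60 min, then NCS for 30 min at 37C. Lysates were then assayed for phospho-KAP-1 by AlphaLISA (anti-pKAP1 donor, anti-KAP1 acceptor beads), 6 hr at 25C.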
ELG1 repair inh – blocks ELG1-dependent DNA repair in HEK293T cells; HEK293T ELG1-luciferase reporter, luminescence, 16 h; DNA damage induced by 5-fluorouridine; AID 504467; 2.3% of 330,000 active; Potency, µM (top dose mostly 46.1 µM), for inactives: at the highest dose activity change, negative = inhibition, actives largely listed as inhibitors; note: potency is the fitted concentration of half-maximal effect; % is set by controls: 0 for no effect and ±100 for the full control effect; nearly all actives have a fitted effect of over 55% in size
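In this reporter screen, reduction of luminescence relative to DMSO vehicle indicated activity. Compounds and 5-fluorouridine were added together to 2,000 cells per well, incubated for 16 hr at 37 °C, then developed with ONE-Glo.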
TSHR antag – human thyrotropin receptor antagonism; activity change, negative = inhibition, % at 11.5 µM; P16473; TSHR-expressing cells, TSH-stimulated cAMP HTRF, 2 h; stronger effect = lower value; 0.2% of 330,000 active;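 active = activity change below a set negative limit, meaning inhibition stronger than a set level, cut at about -70% in these data; inconclusive = activity change between two set negative limits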; note: % is set by controls: 0 for no effect and ±100 for the full control effect
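Inhibition of cAMP made by TSHR-expressing cells under TSH stimulation (4nM final, EC80; 2 h, 37 deg C) is quantified with a one-step lysis HTRF kit, anti-cAMP cryptate versus cAMP-d2.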
Mito fusion yeast – inhibitors of mitochondrial division or activators of mitochondrial fusion. S. cerevisiae fusion-defective mutant growth rescue, CellTiterGlo 48 h. Potency, µM (highest dose often 46.1 µM), for inactives: at the highest dose growth rescue (activation), usual class: activators. 0.23% of 320,000 active. AID 485298;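 note: potency is the fitted concentration of half-maximal effect; % of control where 0% means no effect; nearly all actives have a fitted effect of over 45% in size; temperature-sensitive fusion mutants such as fzo1-1 at 37 °C on non-fermentable ethanol glycerol medium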
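Yeast fusion mutant, YPEG (non-fermentable carbon), compound, 48 h at 37C non-permissive; CellTiterGlo added, 10 min RT, luminescence read. Rescued growth = division inhibition.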
BCR signal inh – blocks chronic active B-cell receptor signaling | ABC-DLBCL IkBa-CBG/CBR reporter, luminescence ratio, 4 h | 0.05% of 340,000 active | Potency, µM (series often up to 46.1 µM), without a hit: at the highest dose ratio change, negative = lower green/red ratio, actives largely listed as inhibitors; active = well fitted inhibition curve with a large enough effect in the signal ratio, with a control signal flat, not every such curve was filed as active; inconclusive = small, poorly fitted or top-dose-only effect, or effect the other way, or a change in a side signal; the % refers to the signal ratio;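 note: potency is the fitted concentration of half-maximal effect; plate controls were basal doxycycline-induced cells for no effect and cells given 10 µM MG132 for full effect; MG132 reads +100%, hits lower the ratio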
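Cell line TMD8 (human ABC DLBCL), stably expressing tet-inducible CBG68-IkBa fusion and CBR; IMDM/0.5% FBS; cpd up to 46 uM; dox induction, 4 h, 37C/5% CO2; dual luminescence; green/red ratio; MG132 control.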
TCR activator – activators of T cell receptors; primary human leukocytes, anti-CD3, IL-2 HTRF, 48 h; Potency, µM (series often up to 9.22 µM), without a hit: at the highest dose activation of IL-2 secretion, most hits filed as activators; 330,000 tested, under 10 active; note: % of control where 0% means no effect
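Primary human leukocytes incubated 48 hr with anti-CD3 beads plus compound, without co-stimulation. Secreted IL-2 measured by HTRF (europium cryptate/d2 anti-IL-2 pair, 320 nm excitation, 665 nm emission).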
Tb PFK inh – blocks T. brucei phosphofructokinase; O15648; T. brucei PFK, ADP-Glo luminescence; Potency, µM (series often up to 57.5 µM), without a hit: at the highest dose activity, negative = inhibition, hits mostly inhibitors; 0.17% of 330,000 active; AID 485367;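 note: potency is the fitted concentration of half-maximal effect; 0% = uninhibited 1x PFK enzyme wells and -100% = no-enzyme wells; nearly all actives have a fitted effect of over 60% in size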
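PFK 1.25 nM, F6P 0.5 mM, ATP 0.1 mM, 0.1 M TEA pH 8.0, 5 mM MgCl2, 0.01% Tween20, 0.1% BSA; 45 min RT. ADP-Glo readout. qHTS titration up to 57 uM; curves fitted, compounds curve-classed.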
* marks the source's active call; other numbers are inactive results; ? = inconclusive; / = not tested or not shown; [ ] = another dose, or the depositor's remark. Unless noted, calls come from the whole dose curve; as a rule, active = well fitted curve in the direction sought with a large enough effect; inconclusive = small, poorly fitted or top-dose-only effect, or another doubt; inactive = no such curve, though single readings can be large; an effect the other way counts as inactive or inconclusive.

SMILES	Eya2 phos inh	TSG101-PTAP inh	S-ASM inh	a7 integrin act	AT treatment	ELG1 repair inh	TSHR antag	Mito fusion yeast	BCR signal inh	TCR activator	Tb PFK inh
CC(Sc1ccc([N+](=O)[O-])cn1)C(=O)Nc1nccs1 (stereo not given)	-1%	3%	-2%	-25%	0%	5%	-1	22%	6%	7%	-3%
COc1cc(/C=N/NC(=O)c2ccc(CSc3nc4ccccc4[nH]3)cc2)ccc1O	-8%	0%	?	-20%	1%	?	-8	2%	-5%	5%	-6%
CCCC(C)NS(=O)(=O)c1ccc(OC)c(C)c1 (stereo not given)	12%	-4%	4%	8%	1%	-10%	-3	1%	10%	-3%	-1%
CCOc1ccc(N=Nc2c(C)[nH]n(-c3ccccc3)c2=O)cc1	7%	-1%	-1%	4%	-29%	-4%	0	-1%	-1%	-2%	0%
O=C(NCc1ccccn1)C(=O)NCC1OCCN1S(=O)(=O)c1ccc([N+](=O)[O-])cc1 (stereo not given)	-3%	/	-1%	-30%	3%	-3%	7	-1%	1%	5%	-1%
COc1ccc(S(=O)(=O)N2CCC[C@H]2C(=O)NC2=NCCS2)cc1	3%	-5%	3%	28%[7.66 µM]	-2%	9%	10	1%	0%	11%	-1%
CC1Oc2ccccc2N(CC(=O)c2ccc(F)cc2)C1=O (stereo not given)	1%	-2%	1%	16%	4%	11%	3	-7%	-14%	0%	19%
Cc1ccc(S(=O)(=O)N2CCC(C(=O)OCC(=O)N(C)c3ccccc3)CC2)cc1C	-26%	0%	0%	-6%	6%	-25%	-14	4%	4%	-14%	-7%
Cc1ccc(C)c2[nH]c(=O)c(C(c3nnnn3CCc3ccccc3)N3CCOCC3)cc12 (stereo not given)	-1%	0%	11%	28%	14%	-10%	-7	1%	0%	-6%	0%
COc1ccc(NC(=O)c2ccccc2NC(=O)c2ccccc2C(=O)O)c(OC)c1	8%	0%	2%	9%	-20%	?	1	3%	?	-7%	-1%
NC(=O)c1ccccc1N(Cc1ccccc1)S(=O)(=O)c1ccccc1	-15%	-2%	3%	-19%	8%	8%	2	4%	-1%	4%	3%
Cc1ccccc1CNC(=O)Cn1cnc(S(=O)(=O)N2CCCC2)c1	-15%	-3%	7%	?	5%	6%	38	1%	0%	3%	0%
Cc1ccsc1/C=C1/SC(N2CCOCC2)=NC1=O	-8%	/	/	/	-12%	?	-17	-6%	?	-3%[46.1 µM]	7%
C/C(=N/NC(=O)CNC(=O)c1cccs1)c1ccc(Cl)cc1	-6%	-4%	-2%	0%	-5%	17%	11	-15%	0%	1%	-12%
Cc1cc(O)cc2c1C(=O)/C(=C/c1ccco1)O2	1%	?	8%	5%	-20%	?	-9	-3%	?	1%	?

Pulled one by one from the entries so far:
SMILES	Eya2 phos inh	TSG101-PTAP inh	S-ASM inh	a7 integrin act	AT treatment	ELG1 repair inh	TSHR antag	Mito fusion yeast	BCR signal inh	TCR activator	Tb PFK inh
COc1ccc(NC(=O)c2ccccc2NC(=O)c2ccccc2C(=O)O)c(OC)c1	8%	0%	2%	9%	-20%	?	1	3%	?	-7%	-1%
Cc1ccsc1/C=C1/SC(N2CCOCC2)=NC1=O	-8%	/	/	/	-12%	?	-17	-6%	?	-3%[46.1 µM]	7%

Other results follow.
SMILES	Eya2 phos inh	TSG101-PTAP inh	S-ASM inh	a7 integrin act	AT treatment	ELG1 repair inh	TSHR antag	Mito fusion yeast	BCR signal inh	TCR activator	Tb PFK inh
O=C(Nc1ccc(Cl)cn1)c1cccc(F)c1	0%	-3%	0%	-14%	7%	?	-5	3%	?	-4%	1%
O=c1[nH]ncc(NCCc2ccccc2)c1Cl	14%	-9%	-2%	-8%	-3%	13%	-7	4%	-14%	2%	1%
CCN(CC)S(=O)(=O)c1ccc(N2CCOCC2)c(NC(=O)CC(C)(C)C)c1	2%	-1%	1%	-18%	6%	8%	-5	-3%	-7%	2%	-1%
Cc1nc2sc(C#N)c(N)c2c2c1CCCC2	3%	-5%	168%[activator]	?	21%	-19%	10	-4%	-4%	-1%	-5%
CCOC(=O)c1cc(NC(=O)c2cnccn2)cc(C(=O)OCC)c1	3%	/	-1%	-14%	-4%	2%	4	-2%	2%	/	3%
CN(C(=O)COc1ccccc1C(=O)NCCc1ccccc1)c1ccccc1	-2%	2%	-3%	8%	10%	14%	-14	5%	12%	-1%[46.1 µM]	4%
CCc1noc(N)c1C(=O)Nc1ccc(F)c(Cl)c1	4%	-6%	-1%	12%	-2%	24%	5	0%	2%	-2%	-3%
CCCCn1c(=N)n(CC(=O)c2ccc(OC)cc2)c2ccccc21	10%	/	/	/	12%	?	2	-1%	?	/	4%
Clc1ccc(/C=N\Nc2ccccc2)cc1	-9%	-8%	-3%	9%	3%	1%	7	-4%	0%	-1%	-4%
BrC(=C\c1ccccc1)/C=N/Nc1nc2ccccc2[nH]1	1%	-1%	-10%	10%	?	?	-2	?	?	0%[46.1 µM]	3%
COc1cc(C(C)=O)ccc1OCC(O)Cn1nc(C)c(Br)c1C (stereo not given)	10%	-6%	-1%	-7%	1%	-10%	6	1%	-18%	-1%	-4%
Cc1ccc(S(=O)(=O)N2CCCCC2)cc1NC(=O)[C@@H]1CCCN1C(=O)c1cccs1	-6%	-3%	4%	?	2%	?	-10	-1%	2%	-3%	-2%
COc1cc2c(cc1OC)C1(Nc3c-2c(Cc2ccccc2)nn3-c2ccccc2)C(=O)Nc2ccccc21 (stereo not given)	-5%	-8%	23%	11%	/	13µM*	21	0%	?	-1%	1%
O=S(=O)(c1ccc2ccccc2c1)N1CCN(C(=S)Nc2ccccc2F)CC1	10%	-4%	-5%	-3%	-1%	?	-1	-6%	0%	-4%	1%
C[C@H]1NS(=O)(=O)c2ccc(Br)cc2O[C@H]1c1ccccc1	4%	-5%	1%	35%	1%	-1%	2	/	7%	-1%[46.1 µM]	0%
O=C(c1cccnc1)N1CCN(S(=O)(=O)c2ccc(F)cc2)CC1	2%	-1%	4%	16%	1%	?	39	-1%	-8%	-1%	-6%
Cc1ccc(N2CC(C(=O)NCc3ccc(C)n3C)CC2=O)cc1 (stereo not given)	18%	-6%	2%	7%	5%	4%	15	-6%	-3%	-2%	-1%
CC1Oc2ccccc2C=C1/C=N/NC(=O)c1ccncc1 (stereo not given)	2%	0%	27%	-24%	-15%	?	-6	-2%	-23%	9%	5%
CCSc1nnc(-c2cccc(S(=O)(=O)N(CC)CC)c2)n1Cc1ccccc1	7%	-8%	-3%	41%	7%	23µM*	-10	4%	?	-5%	1%
Cc1ccccc1C(=O)Nc1nnc(S(=O)(=O)N(C)Cc2ccco2)s1	?	-4%	-2%	-24%	6%	23%	-11	11%	8%	5%	0%
COc1ccc(/C=C(\NC(=O)c2ccc(C)cc2)C(=O)NCC2CCCO2)cc1 (stereo not given)	-7%	0%	2%	-3%	1%	-14%	4	6%	0%	-121%	-2%
Cc1nn(-c2ccccc2)c(Cl)c1CN(C(=O)CCl)c1cccc2ccccc12	2%	11%	0%	-58%[inhibitor]	6%	?	-25	?	?	-8%[46.1 µM]	0%
N#CCc1nn(-c2ccccc2)c(N)c1C#N	5%	0%	-6%	0%	-3%	21%	-2	-6%	-10%	-4%	-2%
C=CCNc1oc(-c2ccc(OCC)cc2)nc1C#N	0%	-3%	-1%	24%	3%	-3%	-8	13%	-25%	/	1%
CCN(C(=O)CSc1nnnn1-c1ccc(Cl)cc1)C1CCS(=O)(=O)C1 (stereo not given)	5%	-1%	0%	2%	4%	0%	11	/	-6%	-16%	0%
CCOC(=O)N1CCN(C(=O)c2ccccc2NC(C)=O)CC1	4%	5%	4%	-19%	1%	?	1	-1%	?	1%	-1%
COc1cc(/C=C2/C(=O)NN(c3cccc(F)c3)C2=O)ccc1OC(=O)c1ccco1	3%	2%	-5%	22%	0%	?	0	0%	-15%	11%[46.1 µM]	0%
Cc1cc(Br)c(NC(=O)COC(=O)C2CCCCC2)c(Br)c1	1%	1%	2%	15%	20%	?	/	/	1%	-11%	9%
